Compound activity: PubChem BioAssay, several laboratories
WT yeast gro inh = growth inhibition of WT yeast, mitochondrial fusion screen; actives 2.1% (n = 190,000); mitochondrial fusion phenotypic screen, WT strain; inhibition, % at 10 µM; in the data active means inhibition above about 58%; tested in S. cerevisiae
T cell modulator = T cell immune modulators affecting CD8 T cell-vesicle binding; actives 0.068% (n = 330,000); calls only at 7 µM; AID 2052; 2C CD8+ T cell-vesicle binding, flow cytometry; stronger effect = lower value;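 active means response, share of CD8 T cells binding vesicles, and their 90th percentile fluorescence all below set limits, cut at about 80% in these data, passing the limit was not always enough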
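Material: 2C TCR transgenic mouse naive CD8+ T cells, MACS-purified. Also added: QL9-charged Drosophila Ld/ICAM-1/B7-1 vesicles. Timing: binding 1.5 h at 37 °C. Measured by: high-throughput flow cytometry with anti-B7-1 and anti-CD8 staining. Read-out: percent CD8+ FL2 mean versus row control. Controls: Unloaded micro-vesicles (low), QL9 vesicles with 0.7% DMSO (high).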
MT stabilizer = microtubule stabilizers in HeLa cells; HeLa tubulin immunostaining HCS, 24 h; share of cells brighter than vehicle mean+2SD; % tubulin-high responders, % at 10 µM; actives 0.83% (n = 200,000); AID 2205;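 active means plate Z-score above 3 for both tubulin-high and condensed-nucleus cell shares, with cell loss under 80%, at 10 µM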;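 further: anti alpha tubulin signal scored within the nucleus-defined area of each cell; some results filed as inactive read as strong as hits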
b-catenin transl = alters nuclear translocation of beta-catenin in HeLa cells; actives 0.3% (n = 190,000); immunofluorescence imaging; nuclear translocation activity, % at 5 µM; AID 1665;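 active means nuclear translocation activity above 50% at 5 µM, with a well cell count of 50 or more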;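 further: per-cell ratio of nuclear to cytoplasmic median beta-catenin stain intensity; plate controls were DMSO negative control for no effect and GSK-3 inhibitor IX positive control for full effect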
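Signal – beta-catenin immunofluorescence imaging with DAPI · Test system – human HeLa cell line · Dosing – 5 µM primary single dose, 0.1% DMSO, 0.02–20 µM confirmation series · Measure – % activation, nuclear-to-cytoplasmic median beta-catenin signal ratio per cell · Incubation – 24 h compound exposure at 37°C, 5% CO2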
Myeloid diff 2 = promotes myeloid progenitor differentiation; ER-HoxA9 myeloid progenitors, lysozyme-GFP differentiation, flow cytometry; calls only at 10 µM; actives 1% (n = 360,000);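 active means normalized GFP-positive differentiation at or above the plate's own cutoff, the solvent-only control mean plus 3 SD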;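 further: cells exposed to compound for four days before flow analysis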
West Nile antiviral = inhibition of WNV-induced cytopathic effect – cell-based, CPE readout (AID 1621) | CPE inhibition, % at 10 µM, or IC50 in µM where a hit was titrated | actives 0.02% (n = 290,000) | West Nile virus-infected cells, CPE inhibition; higher % means a stronger effect; in the data active means a potency from the dose series; further: strong numbers were not always called active
Ins promoter up = MIN6 insulin promoter up-regulation. z-score at 5 µM. actives 0.3% (n = 190,000). MIN6 insulin promoter-GFP reporter, high-content imaging; stronger effect = higher value. AID 1625;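 active means z-score above 3 at 5 µM with at least 500 cells counted in the well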
Autophagy mod = modulators of autophagy. MEF GFP-LC3 puncta imaging; test concentration mostly 10 µM. calls only at 10 µM (by protocol). actives 0.98% (n = 190,000). AID 463193;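 active means percentage of spot-positive cells more than 3 SD above its plate mean, without a fluorescence outlier flag or 80% toxicity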;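 further: spot-positive cell cutoff set from DMSO-treated cells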
Hep lipid drop = hepatic lipid droplet formation modulation; actives 0.4% (n = 240,000); inhibition, % at 6.5 µM; AML12 mouse hepatocytes, oleate lipid droplets, BODIPY imaging;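 active means lipid droplet intensity inhibited by at least 50%, with more than 500 cells counted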
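Material: mouse AML12 hepatocyte cell line, fixed after treatment; Timing: compound with oleate, overnight; Technique: high-content imaging of BODIPY-stained droplets and DAPI nuclei; Probe or stimulus: oleate, 100 µM final; Dosing: compound at 6.5 µM only.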
WT yeast gro inh mutant strain = further read-out of WT yeast gro inh, marked with its call; inhibition, %; mitochondrial fusion phenotypic screen, mutant strain inhibition
Ins promoter up cell count = recorded beside Ins promoter up, whose call it bears; cell count; measured here: cytotoxicity, nuclei count;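 total cells summed across four imaged fields per well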
Hep lipid drop cells 6.5 µM = recorded beside Hep lipid drop, whose call it bears; cell count; measured here: cell count, cytotoxicity flag;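 cells counted across two imaged fields per well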
b-catenin transl cell count 5 µM = also measured in b-catenin transl; calls as there; cell count; measured here: cell count, cytotoxicity flag
T cell modulator vesicle-bound % = second read-out of T cell modulator, no call of its own (marks repeat the call); double positive events, %; measured here: CD8+ vesicle-bound cell fraction;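 binding gate set so that unloaded-vesicle control wells show 10% double positive cells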
MT stabilizer Hoechst-high % = also measured in MT stabilizer; calls as there; % Hoechst-high responders; measured here: nuclear condensation Hoechst responders;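 share of cells brighter than vehicle mean plus two SD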
MT stabilizer cytotoxicity % = further read-out of MT stabilizer, marked with its call; toxicity, %; measured here: cytotoxicity by cell density;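 0% = mean cell density of plate MIN control wells and 100% = no cells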
Autophagy mod cell loss 18 h = also measured in Autophagy mod; calls as there; toxicity, %; measured here: cell loss, nuclei count;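 cell loss after 18 h compound exposure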
Myeloid diff 2 GFP+ MAC1+ % = further read-out of Myeloid diff 2, marked with its call; GFP+ MAC1+ double positive, %; measured here: differentiation confirmed by MAC1 staining
An asterisk follows results filed as active; i = inactive; . = no result given.

SMILES	WT yeast gro inh	WT yeast gro inh mutant strain	T cell modulator	T cell modulator vesicle-bound %	MT stabilizer	MT stabilizer Hoechst-high %	MT stabilizer cytotoxicity %	b-catenin transl	b-catenin transl cell count 5 µM	Myeloid diff 2	Myeloid diff 2 GFP+ MAC1+ %	West Nile antiviral	Ins promoter up	Ins promoter up cell count	Autophagy mod	Autophagy mod cell loss 18 h	Hep lipid drop	Hep lipid drop cells 6.5 µM
O=C1CC(C2CCCO2)C(=O)N1c1cccc(Cl)c1 (stereo not drawn)	3	0	i	27	2.2	2.5	13	-2.4	848	i	1.4	0.2%	-0.98	1214	i	-8	.	.
Cc1n[nH]c(=O)nc1NCC1CCCO1 (stereo not drawn)	10	-3	i	29	2.7	2.8	25	-1.6	1057	i	1.0	-0.1%	-0.25	1953	i	-7	-1	650
COc1cccc(/C=N/N2CCOCC2)c1O	7	-2	i	62	3.0	2.0	1.6	1.0	1126	i	0.1	-0.5%	-0.89	1479	i	-3	-4	710
CCn1cc(CNC(=O)CSc2nc(-c3ccc(OC)c(OC)c3)cc(C(F)(F)F)n2)c(C)n1	-14	17	i	46	2.9	2.1	5.5	1.0	1124	i	0.9	-0.5%	-1	1513	i	7	11	555
COc1ccccc1Nc1nc(N)nc(CSc2nc(C)cc(C)n2)n1	0	-5	i	13	2.7	2.2	13	3.1	1420	i	1.8	-0.3%	-0.19	1128	i	-11	.	.
CC(/C=N/NC(=O)c1ccc2nc(C)[nH]c2c1)=C\c1ccccc1	11	10	i	28	3.1	3.1	6.0	-0.9	508	i	0.6	-0.3%	0.8	1272	i	-10	12	669
COc1ccc(NC(=O)C2C3C=CC(C3)C2C(=O)NCc2ccccn2)c(OC)c1 (stereo not drawn)	-11	-12	i	30	3.5	1.5	7.2	10	1136	i	0.9	0.4%	.	.	i	20	0	736
Cc1cc([N+](=O)[O-])nn1CCCC(=O)N1CCN(c2ccc(F)cc2)CC1	-11	-14	i	3	4.7	2.0	8.3	-1.9	1125	i	3.9	-1.3%	0.8	1391	i	-4	17	641
Cc1c(/C=N/NC(=O)c2cc(Br)ccc2O)c(=O)n(C)c(=O)n1C	.	.	i	24	.	.	.	.	.	i	0.7	-0.4%	.	.	.	.	-2	805
O=C(c1ccccc1)N1CCCN(c2nccc(C(F)(F)F)n2)CC1	.	.	i	58	.	.	.	-1.7	1108	i	0.0	-0.3%	-0.37	1383	.	.	-19	679
C/C=C/C=C\C(=O)Nc1cccc(C2=NOC3(C2)C[C@H](C(N)=O)N(C(=O)/C=C/C)C3)c1 (stereo partly drawn)	.	.	i	23	.	.	.	-0.9	1186	i	1.1	0.0%	0.07	997	.	.	9	665
CC(=O)c1cc(-c2ccccc2)n(CCC(=O)NC2CCCCCC2)c1C	5	-2	i	48	2.0	1.4	1.6	-1.6	542	i	0.1	-1.5%	0.02	1298	i	11	7	640
COc1ccc2cnnc(SCC(=O)Nc3ccc(C(=O)O)cc3)c2c1OC	1	13	i	54	6.8	2.0	1.5	-0.8	1087	i	0.4	1.9%	-0.22	1452	i	19	-20	656
CCN1C(=O)CC(N2CCN(CC(=O)NC(C)C)CC2)C1=O (stereo not drawn)	-5	-9	i	28	2.7	2.0	6.5	.	.	i	9.5	0.1%	.	.	i	3	.	.
CCCCC(=O)OCC(=O)Nc1ccc(C)c(F)c1	5	3	i	34	4.5	1.6	10.0	-0.7	1034	i	0.2	0.8%	0.02	1194	i	0	6	658
COc1ccc(Cl)cc1Nc1nc(C)cc(=O)[nH]1	7	16	i	42	3.1	1.1	4.9	-0.1	1070	i	0.9	0.2%	0.83	1296	i	-9	21	719
O=C(CSCc1ccc(F)cc1)NCc1ccc(F)cc1	7	1	i	50	2.7	2.1	4.5	0.4	1073	i	0.7	0.2%	-0.84	1196	i	19	-82	749
COc1ccc2oc(C(=O)NCCN3CCOCC3)c(C)c2c1OC	.	.	i	62	.	.	.	.	.	i	2.6	-0.6%	.	.	.	.	-2	693
COc1cc([N+](=O)[O-])ccc1NC(=O)C1C2C=CC(C2)C1C(=O)O (stereo not drawn)	.	.	i	63	.	.	.	.	.	i	0.7	-0.7%	.	.	.	.	2	758
COCCn1c(=O)c2c(nc3n2CCCN3CCc2ccc(OC)c(OC)c2)n(C)c1=O	.	.	i	48	.	.	.	.	.	i	0.3	-0.8%	.	.	.	.	-4	785
CCc1nc(NC2CCCCC2)c(C#N)c2c1COC(C)(C)C2	12	11	i	20	3.8	3.3	3.0	-8.9	992	i	1.3	0.0%	0.29	1149	i	1	.	.
CNC(=O)c1cc2c(s1)-c1ccccc1CC2	12	21	i	13	2.1	0.5	3.1	-0.4	1484	i	0.3	0.1%	0.13	1475	i	12	14	612
CC(NC(=O)c1cc(-c2ccncc2)nc2ccc(Cl)cc12)C1CCCO1 (stereo not drawn)	.	.	i	66	.	.	.	.	.	i	1.0	0.8%	.	.	.	.	-1	808
CCCCCCCNC(=O)C1(CC2CC(c3ccc(Cl)cc3)=NO2)CCN(C(=O)Cc2ccc(F)cc2)CC1 (stereo not drawn)	.	.	i	49	.	.	.	.	.	i	0.5	-1.4%	.	.	.	.	-2	852
COc1ccc(NC(=O)c2sc3ncn(CC(=O)N4CCN(c5ccccn5)CC4)c(=O)c3c2C)c(OC)c1	.	.	i	54	.	.	.	.	.	i	3.5	1.6%	.	.	.	.	-6	653
O=C(Nc1nc(-c2cccs2)cs1)c1cccc(S(=O)(=O)N2CCCCC2)c1	39	49	i	28	2.3	1.2	17	-1.4	1099	i	1.9	-0.1%	-2	1088	i	4	12	709
Cc1ccc(OCCNC(=O)c2ccc3ccccc3n2)cc1	.	.	i	24	.	.	.	.	.	i	0.1	-0.8%	.	.	.	.	-14	813
COC(=O)c1cccc(NC(=O)CC2C(=O)NCCN2C(=O)Nc2ccccc2)c1 (stereo not drawn)	.	.	i	34	.	.	.	.	.	i	0.6	0.8%	.	.	.	.	-4	765
CN(C)S(=O)(=O)c1cccc(NC(=S)NC(=O)C2CCCCC2)c1	16	11	i	44	3.9	3.6	9.4	-2.1	967	i	0.5	-0.7%	-0.06	1150	i	-6	40	717
O=C(c1ccc(OC2CCN(CCc3ccccc3)CC2)cc1)N1CCCC1	.	.	i	8	.	.	.	.	.	i	0.5	-0.3%	.	.	.	.	35	636

4 of the compounds above, bar-delimited:
Structure | WT yeast gro inh | WT yeast gro inh mutant strain | T cell modulator | T cell modulator vesicle-bound % | MT stabilizer | MT stabilizer Hoechst-high % | MT stabilizer cytotoxicity % | b-catenin transl | b-catenin transl cell count 5 µM | Myeloid diff 2 | Myeloid diff 2 GFP+ MAC1+ % | West Nile antiviral | Ins promoter up | Ins promoter up cell count | Autophagy mod | Autophagy mod cell loss 18 h | Hep lipid drop | Hep lipid drop cells 6.5 µM
Cc1ccc(OCCNC(=O)c2ccc3ccccc3n2)cc1 | . | . | i | 24 | . | . | . | . | . | i | 0.1 | -0.8% | . | . | . | . | -14 | 813
COC(=O)c1cccc(NC(=O)CC2C(=O)NCCN2C(=O)Nc2ccccc2)c1 (stereo not drawn) | . | . | i | 34 | . | . | . | . | . | i | 0.6 | 0.8% | . | . | . | . | -4 | 765
CN(C)S(=O)(=O)c1cccc(NC(=S)NC(=O)C2CCCCC2)c1 | 16 | 11 | i | 44 | 3.9 | 3.6 | 9.4 | -2.1 | 967 | i | 0.5 | -0.7% | -0.06 | 1150 | i | -6 | 40 | 717
O=C(c1ccc(OC2CCN(CCc3ccccc3)CC2)cc1)N1CCCC1 | . | . | i | 8 | . | . | . | . | . | i | 0.5 | -0.3% | . | . | . | . | 35 | 636

Later entries:
SMILES	WT yeast gro inh	WT yeast gro inh mutant strain	T cell modulator	T cell modulator vesicle-bound %	MT stabilizer	MT stabilizer Hoechst-high %	MT stabilizer cytotoxicity %	b-catenin transl	b-catenin transl cell count 5 µM	Myeloid diff 2	Myeloid diff 2 GFP+ MAC1+ %	West Nile antiviral	Ins promoter up	Ins promoter up cell count	Autophagy mod	Autophagy mod cell loss 18 h	Hep lipid drop	Hep lipid drop cells 6.5 µM
O=C(Nc1ccc(Cl)cc1)c1ccc2c(=O)n3c(nc2c1)CCCCC3	.	.	i	48	.	.	.	.	.	i	3.5	-1.0%	.	.	.	.	-10	788
O=C(Oc1ccccc1C(=O)Nc1ccccc1)c1ccccc1Br	38	37	i	39	2.6	3.5	5.9	-1.7	896	i	0.3	-0.5%	0.07	840	i	15	9	599
Cn1c(=O)[nH]c(NC2CCCCC2)c(N=O)c1=O	0	-4	i	51	1.4	4.9	9.9	1.9	952	i	0.9	0.2%	-0.11	1222	i	1	8	645
O=C(CCCc1ccccc1)NCCc1ccc(F)cc1	.	.	i	50	.	.	.	.	.	i	0.7	-0.1%	.	.	.	.	-2	823
O=C(Nc1cccc2ccccc12)N1CCN(Cc2ccc3c(c2)OCO3)CC1	24	-2	i	8	2.2	1.5	12	.	.	i	8.9	-0.7%	.	.	i	-7	18	758
COc1ccc(-n2c(C)cc(C=O)c2C)cc1Cl	6	7	i	39	2.5	1.9	4.9	-1.5	1285	i	0.8	-0.4%	-0.21	1466	i	1	.	.
Cc1ccc(C)c(S(=O)(=O)NCc2cccnc2)c1	0	4	i	53	2.7	1.4	5.0	-3.4	1219	i	0.6	.	0.43	1244	i	29	-25	739
O=C(NCCc1ccc(Cl)cc1)C1CCN(S(=O)(=O)N2CCCCC2)CC1	4	16	i	15	3.4	2.8	7.3	2.1	1420	i	12	0.0%	-1.4	1338	i	9	.	.
CCCCN(C)CCCNC(=O)Cn1c(=O)sc2ccccc21	3	-3	i	3	2.5	3.2	15	0.3	1027	i	0.6	-0.1%	0.45	1374	i	14	10	686
Cc1ccc(C(=O)C2=C(O)C(=O)N(Cc3cccnc3)C2c2cccc([N+](=O)[O-])c2)o1 (stereo not drawn)	.	.	i	6	.	.	.	.	.	i	0.7	-0.5%	.	.	.	.	1	843
Cc1cccc(Nc2nc(N)c([N+](=O)[O-])c(NCc3ccco3)n2)c1	45	23	i	33	4.2	6.5	25	-4.8	499	i	0.5	-0.9%	-0.64	1111	i	-6	18	641
